APOBEC3G inh – APOBEC3G (human) deaminase inhibition; Q9HC16; recombinant A3G, ssDNA deamination FAM/TAMRA fluorescence; inhibition, % at 20 µM; 0.28% of 330,000 active; AID 493012;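 active = inhibition of at least 40% at 20 µM, with no more than 30% in the related APOBEC3A deaminase screen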;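 also: plate controls were DMSO wells with A3G for no effect and wells lacking A3G enzyme for full effect; some compounds called inactive have numbers as strong as hits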
NR3A LBD binder – NR3A (human) ligand-binding domain modulation | 2.5% of 340,000 active | NR3A LBD differential scanning fluorimetry, Tm shift; 0% = protein alone, 100% = glycine-bound protein | AID 1259313 | Tm shift relative to glycine control, % at 25 µM;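 active = melting temperature shift of at least 10% of the positive control shift, at one fixed dose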
CXCR6 block – blocks human CXCR6 beta-arrestin recruitment. O00574. CHO-K1 PathHunter CXCR6 beta-arrestin, luminescence. inhibition, % at 20 µM. 0.36% of 360,000 active. AID 602244; in the data active = inhibition above about 34%, passing the limit was not always enough;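 also: antagonist mode with CXCL16 agonist at 10 nM final; 0% = 10 nM CXCL16 with DMSO and 100% = unstimulated wells without agonist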
Target sequence (O00574 whole entry, looked up): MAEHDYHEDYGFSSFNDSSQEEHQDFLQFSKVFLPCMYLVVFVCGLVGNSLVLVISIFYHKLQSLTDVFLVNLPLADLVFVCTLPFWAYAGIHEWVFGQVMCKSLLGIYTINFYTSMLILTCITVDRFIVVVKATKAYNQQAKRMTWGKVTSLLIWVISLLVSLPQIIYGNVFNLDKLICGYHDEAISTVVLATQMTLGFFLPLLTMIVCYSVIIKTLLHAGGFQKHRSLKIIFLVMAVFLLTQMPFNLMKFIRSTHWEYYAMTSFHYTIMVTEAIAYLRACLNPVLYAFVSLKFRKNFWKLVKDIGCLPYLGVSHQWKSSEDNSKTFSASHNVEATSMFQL
EBI2 block – blocks human EBI2 receptor beta-arrestin signaling; P32249; EBI2 beta-arrestin recruitment, luminescence, 7a,25-OHC stimulated; inhibition, % at 5 µM; 0.81% of 360,000 active; AID 651636; in the data active = inhibition above about 38%;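 also: enzyme fragment complementation signal reports receptor beta-arrestin coupling in cells; 0% = agonist plus DMSO wells and 100% = wells without agonist; some results beyond the cut were filed as inactive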
Target sequence (P32249 whole entry, looked up, the tested form may be a part): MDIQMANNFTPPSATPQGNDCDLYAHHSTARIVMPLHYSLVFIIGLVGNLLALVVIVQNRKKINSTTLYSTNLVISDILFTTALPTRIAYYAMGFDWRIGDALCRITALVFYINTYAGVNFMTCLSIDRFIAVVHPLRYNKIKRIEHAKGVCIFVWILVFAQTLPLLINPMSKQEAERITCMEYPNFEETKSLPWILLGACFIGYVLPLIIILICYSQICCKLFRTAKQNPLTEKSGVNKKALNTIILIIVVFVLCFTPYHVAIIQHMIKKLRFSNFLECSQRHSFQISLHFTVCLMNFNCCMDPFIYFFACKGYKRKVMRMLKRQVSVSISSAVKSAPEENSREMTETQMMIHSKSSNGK
A3A deaminase – human APOBEC3A DNA deaminase inhibition. P31941. recombinant A3A, FAM/TAMRA ssDNA deamination fluorescence. inhibition, % at 20 µM. 0.41% of 330,000 active;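 active = at least 40% inhibition at 20 µM here, with at most 30% in a related deaminase screen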;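 also: plate controls were A3A with DMSO for no effect and wells lacking A3A enzyme for full effect; some results filed as inactive read as strong as hits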
Target sequence (P31941 whole entry, looked up): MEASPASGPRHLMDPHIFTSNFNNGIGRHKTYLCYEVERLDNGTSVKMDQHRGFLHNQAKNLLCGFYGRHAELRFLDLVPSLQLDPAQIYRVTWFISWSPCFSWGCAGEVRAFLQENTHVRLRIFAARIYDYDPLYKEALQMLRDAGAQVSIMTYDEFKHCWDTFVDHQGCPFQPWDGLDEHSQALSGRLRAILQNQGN
Gli-Sufu block – antagonists of Gli-Sufu signaling | Sufu-KO-LIGHT fibroblasts, Gli luciferase reporter luminescence | inhibition, % at 5 µM | 0.74% of 340,000 active;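 active = inhibition above about 55%, limit read from the data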;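 also: 0% = DMSO-treated cells and 100% = wells with medium but no cells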
CCR6 antag – CCR6 (human) receptor antagonism | P51684 | CHO-K1 CCR6 PathHunter beta-arrestin, luminescence, CCL20-stimulated | inhibition, % at 20 µM | 0.49% of 340,000 active;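 active = compounds whose inhibition of the agonist-driven luminescence signal at 20 µM reaches about 50%, limit read from the data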;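 also: cells stimulated with CCL20 at 14 nM final; plate controls were DMSO with CCL20 for no effect and DMSO without agonist for full effect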
MPTP block – permeability transition pore inhibition; 1.4% of 360,000 active; isolated mouse mitochondria, Ca2+ swelling absorbance, 30 min; inhibition, % at 10 µM;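 active = inhibition of 50% or more, scaled per plate between neutral and stimulator controls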;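 also: 0% = DMSO wells given calcium and 100% = 1 mM EGTA wells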
* hit, by the source's call; x = no result given. The order is random (roughly 5.8% active in at least one column).

SMILES	APOBEC3G inh	NR3A LBD binder	CXCR6 block	EBI2 block	A3A deaminase	Gli-Sufu block	CCR6 antag	MPTP block
COCCn1c(N2CCN(c3ccccc3)CC2)nc2c1c(=O)n(C)c(=O)n2C	-9	-2	5	-4	3	3	0	-0.2
COc1cccc(N2C(=O)C3ON(c4ccccc4)C(c4cccs4)C3C2=O)c1 (centres undefined)	-5	-8	-9	0	-2	7	3	-1.0
CCN(CC)S(=O)(=O)c1ccc2c(c1)NC(=O)C1CCCN21 (centres undefined)	-9	3	8	-2	-6	4	12	0.0
O=C(CCCN1C(=O)c2ccccc2C1=O)Nc1cccnc1	0	0	-4	-1	2	-1	4	-0.7
COc1ccccc1NS(=O)(=O)c1cccc(C(=O)NN=C2CCCCCC2)c1	-7	-1	-10	-18	0	-3	-24	-0.9
CC(=O)NC(CC(=O)OCC(=O)c1c(N)n(C)c(=O)n(C)c1=O)c1ccccc1 (centres undefined)	5	-3	1	4	0	3	3	-0.5
O=c1cc(-c2ccccc2)c2cc(Cl)c(O)c(CN3CCOCC3)c2o1	0	-2	-1	9	10	0	19	0.4
CCN(CC)c1ccc(NS(=O)(=O)c2ccc(-c3ccc(=O)[nH]n3)o2)c(C)c1	-3	4	-8	-2	-3	10	-5	2.5
CC1(C)Cc2ccccc2-c2nnc(SCC(=O)N3CCN(c4ccccc4)CC3)n21	-1	-2	6	4	0	-17	18	-0.1
O=C(NCc1ccncc1)C(=O)NCc1ccco1	-6	3	-1	0	-3	-9	-13	0.6
COCCNC(=O)c1cc(-c2ccccc2OC)on1	-9	2	2	-1	-4	-41	16	-1.4
CCCSCCCNC(=O)CN1C(=O)COc2ccc(S(=O)(=O)N3CCCC3)cc21	-8	1	-11	-2	-4	14	4	2.3
CC1CCN(C(=O)c2ccc3ccccc3c2)CC1	6	-1	0	46*	1	-73	27	-0.2
O=C(CN1CCN(c2ccccn2)CC1)Nc1cccc(C(F)(F)F)c1	-4	1	2	-7	-5	9	10	3.6
COC(=O)c1ccc(NC(=S)NCC2CC2)cc1	-6	-1	0	-8	-7	-9	2	11
CCC(Sc1nccn1C)C(=O)Nc1cccc2ccccc12 (centres undefined)	1	-1	-2	4	2	4	0	2.1
CCOC(=O)C1=C(C)NC(=O)C(C(N)=O)C1c1ccccc1 (centres undefined)	3	-1	-1	-13	2	-1	4	3.0
O=C(COc1ccccc1)N/N=C/c1cc2c(cc1[N+](=O)[O-])OCO2	-10	2	-2	14	-1	3	6	1.8
Cn1c2ccccc2c2ccc3c(c21)C(=O)C=CC3=O	x	-12	70*	-36	x	9	109*	2.3
CN(Cc1ccc(OC(F)F)cc1)C(=O)c1ccc(S(=O)(=O)N(C)c2ccccc2)cc1	-8	4	-3	-9	-6	19	20	-2.1
O=C(CSc1ncccn1)NNC(=O)c1ccccc1	-11	-1	0	-24	1	-2	-10	0.2
COCCNC(C(=O)Nc1ccc([N+](=O)[O-])cc1Br)c1ccccc1 (centres undefined)	-1	-2	2	4	-3	9	-11	-0.2
O=C(NCCCN1CCN(c2ccccc2)CC1)Nc1ccccc1C(F)(F)F	-7	-1	1	-11	-1	2	-4	-4.6
O=C(COC(=O)c1ccc(S(=O)(=O)N2CCCC2)cc1)Nc1ccc(N2CCOCC2)cc1	-3	2	0	1	6	-8	14	-0.6
CCOC(=O)C1CCN(C(=O)c2ccc(Cl)c(S(=O)(=O)N3CCOCC3)c2)CC1	-2	0	1	1	1	-2	2	-2.5
Cn1nc(C(C)(C)C)cc1C(=O)NNC(=O)c1ccc(C(F)(F)F)cc1	-2	0	-3	11	-1	8	-1	22
COC(=O)CCC(=O)N1CCOCCOCCN(C(=O)CCC(=O)OC)CCOCCOCC1	-6	-1	-6	-2	-3	17	-2	-3.0
CNC(=S)Nc1ccc2nc(C)oc2c1	-1	-1	-6	0	0	6	14	0.7
C[C@H](CO)N1C[C@H](C)[C@@H](CN(C)C(=O)Nc2ccc(C(F)(F)F)cc2)Oc2c(NS(=O)(=O)c3ccc(F)cc3)cccc2C1=O	-6	1	-2	-2	-1	-1	-1	0.2
CCCS(=O)(=O)N1CCN(CC2CC3C=CC2C3)CC1 (centres undefined)	-1	0	2	0	1	0	3	-1.3
O=C(Cc1cc(=O)oc2cc(O)ccc12)NCC1CCC(C(=O)O)CC1 (centres undefined)	-3	2	-2	3	-3	3	-14	1.2
Cc1ccccc1OCC(=O)NNC(=O)C1CCN(c2ncnc3sc(C)c(C)c23)CC1	-6	-3	-13	50*	-1	-4	-9	-0.6
O=C(O)c1ccc2c(c1)C(=O)N(c1cc([N+](=O)[O-])ccn1)C2=O	-6	0	-3	-5	-3	-7	7	2.8
Cc1cccc(NCC(=O)N/N=C/c2cccc(Br)c2)c1	-4	-20	4	-2	0	-5	-10	1.6
Cc1nc2cc(C(=O)OCC(=O)Nc3cccc(Cl)c3)ccc2n1-c1ccccc1	-5	2	8	-3	3	-10	-10	4.8
O=C(O)c1ccc(SCc2cnc(Cl)s2)cc1	-5	1	7	2	-4	-5	3	-0.2
Cn1ccnc1SC(=O)N1c2ccccc2Sc2ccccc21	10	1	1	-9	1	2	19	1.3
O=C(NCCO)C(=O)NCC1OCCCN1S(=O)(=O)c1cccs1 (centres undefined)	-9	-2	7	-7	0	-4	-3	0.7
NS(=O)(=O)c1ccc(CCNc2ncnc3c2c(-c2ccccc2)cn3-c2ccc(F)cc2)cc1	-6	2	2	22	-2	-6	6	-0.6
CC(OC(=O)c1ccc2ccccc2n1)C(=O)Nc1ccc(N2CCOCC2)cc1 (centres undefined)	-4	1	-5	-2	-5	-15	2	-2.2
COc1ccccc1NC(=O)c1ccc2c(=O)n3c(nc2c1)CCC3	-9	-5	1	-19	-4	-9	3	-0.6
COc1cccc(NC(=O)c2cnc(SCC(=O)NCc3ccc4c(c3)OCO4)n(C)c2=O)c1	-4	0	15	19	-1	31	12	-0.2
Cc1nc(NCc2ccco2)[nH]c(=O)c1CCC(C)C	-2	1	1	-11	1	7	21	6.2
O=C(Cc1nc2ccccc2[nH]c1=O)c1ccccc1	x	0	-4	-9	x	-4	16	0.4
Nc1cc(Cl)ccc1Nc1ccncc1	x	0	0	0	x	3	5	1.3
O=C(O)c1ccc([N+](=O)[O-])cc1-c1cc([N+](=O)[O-])ccc1C(=O)O	x	0	9	4	x	1	8	-0.1
O=C(NC(=S)Nc1ccc2c(c1)OCCO2)c1ccccc1F	-8	3	19	3	2	-100	20	0.1
O=C(OCc1ccc([N+](=O)[O-])cc1)C1CC(=O)N(Cc2ccccc2)C1 (centres undefined)	-1	0	5	-10	1	10	5	0.0
O=C(Nc1ccccc1)N1CCN(c2cccc(C(F)(F)F)c2)CC1	-8	-6	-4	3	-2	14	5	3.1
CCOC(=O)c1ccc(C(=S)N2CCCC2)cc1	17	0	-5	-8	0	-4	14	-1.0
C/C=C/C(=O)Nc1nnc(C2CCCCC2)s1	-7	1	-4	-10	-8	7	2	-0.2
CN(C)/C=N/c1c(C(=O)NCc2ccccc2)nnn1Cc1ccccc1	-7	0	-3	-6	-2	2	-23	-0.1
CCOC(=O)/C=C1\NC(C)(C)Cc2cc(OC)c(OC)cc21	-3	3	0	-8	0	-2	-7	0.1
CCN(C1CCCCC1)S(=O)(=O)c1ccc(S(=O)(=O)NCc2ccncc2)cc1	-1	6	-8	0	3	60*	1	98*
CCn1c(C)nc2cc(S(=O)(=O)C(F)(F)F)ccc21	-6	0	5	-18	-4	3	1	0.4
CN(C)CCCNC(=O)/C(=C/c1ccc(-c2ccc([N+](=O)[O-])cc2)o1)NC(=O)c1ccccc1	-6	2	2	1	-3	5	2	1.4
CN(C)CCCNC(=O)C(=O)NCC1OCCN1S(=O)(=O)c1cccs1 (centres undefined)	-5	-1	2	-9	-3	0	2	-1.0
CCOc1cccc(-c2c(C(=O)N/N=C/c3sccc3C)nnn2-c2nonc2N)c1	-6	1	6	7	-2	-7	5	-1.7
Cc1ccc(C)c(NC(=S)N2CCN(c3ccccn3)CC2)c1	11	-1	6	4	-5	26	6	2.2
O=C(CN1C(=O)C2CCCCC2C1=O)N1CCN(c2ccccc2)CC1 (centres undefined)	-6	-1	3	-2	1	-6	2	-4.1
The results go on.
SMILES	APOBEC3G inh	NR3A LBD binder	CXCR6 block	EBI2 block	A3A deaminase	Gli-Sufu block	CCR6 antag	MPTP block
COc1ccc(OC)c2[nH]c(=O)c(CCNC(=O)C(C)C)cc12	-5	-2	1	-8	-3	-4	-4	-1.9
CC(C)CNC(=O)COC(=O)c1cc(S(=O)(=O)N(C)C)ccc1N1CCCC1	-8	0	-5	-2	1	4	9	-1.7
NS(=O)(=O)c1ccc(CCNC(=O)CCCC2=NS(=O)(=O)c3ccccc3N2)cc1	-3	0	1	0	-2	1	-17	0.1
O=c1c2ccccc2oc2nc(-c3ccco3)n(Cc3ccccc3)c(=O)c12	-2	-1	3	-14	-8	-42	3	-0.7
COc1cc(C2CC(=O)Oc3c(C(CCN4CCN(c5ccccc5)CC4)c4ccc(N(C)C)cc4)c(OC)cc(OC)c32)cc(OC)c1OC (centres undefined)	-3	-1	-5	-5	-3	28	-3	1.5
COc1ccc(C(c2nnnn2CS(=O)(=O)c2ccc(C)cc2)N2CCN(c3ncccn3)CC2)cc1 (centres undefined)	-3	0	0	-1	-4	-3	20	1.1
C=CCN1C(=O)/C(=C/C=C2/N(CC)c3ccc(S(=O)(=O)N(C)C)cc3N2CC)SC1=S	-81	-1	37	25	-39	4	64*	7.8
NCCc1c(C(=O)O)[nH]c2ccc([N+](=O)[O-])cc12	-6	0	-8	-1	1	-5	7	2.9
O=C(COC(=O)c1cc([N+](=O)[O-])ccc1NCCO)c1ccccc1	-6	-20	3	-5	-3	0	22	-1.1
Nc1ccc(C23CC4CC(CC(C4)C2)C3)cc1	6	1	-16	-1	-3	35	13	0.9
COc1ccc(CNc2ccc3c(c2)ncn3C)cc1OC	0	-1	1	-3	-11	-6	11	0.1
CCc1nc(C)cn1S(=O)(=O)c1cc(C)c(OC)c(C)c1C	-8	-1	0	-7	-1	60*	-1	0.5
COc1ccc(C(CC(=O)O)NC(=O)c2cc3cc(Br)ccc3oc2=O)cc1OC (centres undefined)	0	-1	-2	-1	1	-4	-6	-0.2
Cc1ccc(C)c(N2N=C(C(=O)Nc3nccs3)CCC2=O)c1	0	0	-5	1	2	-5	-7	2.7
Cc1cc(C(=O)CSc2nnc(-c3cccs3)o2)c(C)n1-c1ccccc1	-4	-3	-5	1	-2	9	2	52*
N#Cc1cc2c(nc1SCC(=O)N1CCCCC1)CCCCC2	-1	2	3	-22	1	-1	-3	-0.5
Cc1cc(C)n2nc(SCC(=O)NC(=O)c3ccccc3Cl)nc2n1	-3	-2	3	3	0	-3	-16	-2.0
O=C(NNc1nc(=O)c2cccnc2s1)c1ccccc1O	-1	-13	-2	13	0	85*	-11	0.5
O=C(Nc1ccc(Cl)c(S(=O)(=O)N2CCCCC2)c1)c1ccncc1	-2	-2	1	5	12	23	13	1.9
CC(=O)N1CCN(CC(=O)Nc2c(Cl)cccc2Cl)CC1	-6	0	-5	1	-3	12	-2	0.3
COc1cc(/C=C2/C(=O)CNC2=O)ccc1O	-3	1	19	4	-2	3	26	1.0

Entries of single compounds as entered above. Order of values: APOBEC3G inh, NR3A LBD binder, CXCR6 block, EBI2 block, A3A deaminase, Gli-Sufu block, CCR6 antag, MPTP block
`Cc1ccc(C)c(N2N=C(C(=O)Nc3nccs3)CCC2=O)c1` in the list: 0, 0, -5, 1, 2, -5, -7, 2.7
`COC(=O)CCC(=O)N1CCOCCOCCN(C(=O)CCC(=O)OC)CCOCCOCC1` in the list: -6, -1, -6, -2, -3, 17, -2, -3.0
`CC(=O)NC(CC(=O)OCC(=O)c1c(N)n(C)c(=O)n(C)c1=O)c1ccccc1` (centres undefined) in the list: 5, -3, 1, 4, 0, 3, 3, -0.5
`CCn1c(C)nc2cc(S(=O)(=O)C(F)(F)F)ccc21` in the list: -6, 0, 5, -18, -4, 3, 1, 0.4
